HPDE-C7K KRASV12: cytotoxicity in KRAS-transformed pancreatic duct cells, primary screen, cell-based, fluorescence, HTS (AID 431); cytotoxicity, % at 10 µM; hits with a dose series show EC50 in µM; HPDE-C7K KRASV12 cells, Alamar Blue viability, 48 h; higher % means a stronger effect; 1.7% of 63,000 active;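 active = compounds whose percent cytotoxicity in the single-dose primary screen, scaled between solvent and toxic-drug controls, exceeds 50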;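 also: 0% = DMSO solvent wells and 100% = doxorubicin-treated wells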
HPDE-C7 cytotoxicity: cytotoxicity in HPDE-C7 cells, cell-based, fluorescence, HTS (AID 430) | HPDE-C7 pancreatic duct cells viability, fluorescence; higher % means a stronger effect | cytotoxicity, % at 10 µM, or EC50 in µM where a hit was titrated | 1.8% of 63,000 active;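 also: cells exposed to compound for 48 hours before viability readout; 0% = vehicle and 100% = reference cytotoxic drug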
Spn DPM-DC inh: blocks S. pneumoniae diphosphomevalonate decarboxylase. purified DPM-DC, PK/LDH coupled NADH fluorescence. calls only at 10 µM. 0.49% of 65,000 active. AID 556;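 active = the 320 compounds with the highest percent inhibition in the single-dose primary screen, excluding strongly autofluorescent ones, cut at about 32% in these data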;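 also: kinetic rate of NADH fluorescence loss reporting ADP formed by the decarboxylase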
LYP phosphatase: LYP phosphatase inhibitors, primary screen, biochemical, DiFMUP fluorescence, recombinant catalytic domain, 10 µM (AID 606). one-dose inhibition, % at 10 µM; IC50 in µM for titrated hits. recombinant LYP catalytic domain, DiFMUP fluorescence; higher % means a stronger effect. 52,000 tested, under 10 active;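 active = IC50 under 40 µM in the dose-response test; inactive = IC50 of 40 µM or more, or never dose-tested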
Bfl-1 displacement: Bfl-1 inhibitors, primary screen, biochemical, fluorescence polarization, FITC-Bid, mouse (AID 432) | FITC-Bid BH3 peptide fluorescence polarization displacement; higher % means a stronger effect | displacement, % at 20 µM; hits with a dose series show IC50 in µM | 0.02% of 64,000 active; in the data active = a potency from the dose series; inactive = the rest, 99 in 100 with displacement below about 15%; also: strong numbers were not always called active
HT1080 viability: cytotoxicity in HT1080 fibrosarcoma cells, cell-based, fluorescence readout (AID 620); HT1080 viability, fluorescence; higher % means a stronger effect; cytotoxicity, % at 10 µM, or EC50 in µM where a hit was titrated; 0.42% of 87,000 active;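 also: cells exposed to compound overnight then 4 h with Alamar Blue; 0% = vehicle DMSO and 100% = killing control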
TNAP inhibition: inhibition of tissue-nonspecific alkaline phosphatase – biochemical, luminescent (AID 518) | 0.09% of 64,000 active | purified TNAP enzyme, luminescent substrate readout; higher % means a stronger effect | one-dose inhibition, % at 20 µM; IC50 in µM for titrated hits; in the data active = a potency from the dose series; inactive = the rest, 99 in 100 with inhibition below about 22%;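 also: plate controls were vehicle for no effect and reference inhibitor for full effect; many of its hits are not listed in these tables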
PMK inhibit: S. pneumoniae PMK inhibition. purified PMK, PK/LDH-coupled NADH absorbance 340 nm. inhibition, % at 10 µM. 0.49% of 65,000 active. AID 539;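 active = top-ranked compounds by inhibition in the single 10 µM screen, taking a fixed number of the strongest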;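 also: 0% = full reaction with DMSO carrier and 100% = background rate without enzyme reaction; no value below 0 was filed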
MK inhibit: blocks S. pneumoniae mevalonate kinase | purified MK, PK/LDH-coupled NADH absorbance 340 nm | inhibition, % at 10 µM | 0.48% of 65,000 active | AID 555;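 active = ranked among the strongest by inhibition in the single 10 µM screen, a fixed top-ranked set picked for dose follow-up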; also: no value below 0 was filed
PMK inhibit pilot replicates: also measured in PMK inhibit; calls as there; inhibition, %; measured here: pilot screen replicates
MK inhibit pilot replicates: further read-out of MK inhibit, marked with its call; inhibition, %; measured here: pilot screen replicates
Spn DPM-DC inh pilot screen %: second read-out of Spn DPM-DC inh, no call of its own (marks repeat the call); inhibition, %; measured here: pilot screen trials
* = called active by the depositor; i = inactive; nt = not tested or not shown; + = active, no number. Rule as the data show it, unless noted: active = cytotoxicity above about 50%; inactive = the rest. An unsorted share of the library. Share with any hit: about 3.5%.

SMILES	HPDE-C7K KRASV12	HPDE-C7 cytotoxicity	Spn DPM-DC inh	LYP phosphatase	Bfl-1 displacement	HT1080 viability	TNAP inhibition	PMK inhibit	MK inhibit	others
Cc1ccc(-c2nnn(CC(=O)N(Cc3cccs3)C(C(=O)NC(C)(C)C)c3ccco3)n2)o1 (centres undefined)	-3%	-4%	i	nt	2%	-4%	7%	12	7
CN1/C(=C\C(=O)COC(=O)C2COc3ccccc3O2)C(C)(C)c2ccccc21 (centres undefined)	-26%	-15%	i	nt	-5%	-2%	0%	12	1
Cc1ccc(-c2nc(CS(=O)(=O)CC(=O)NC3CCCCC3C)c(C)o2)cc1 (centres undefined)	12%	12%	i	-7%	-2%	-9%	4%	4	6
C=CCn1c(=O)c(C(=O)NCCN(CC)CC)c(O)c2ccccc21	14%	10%	i	-1%	-11%	2%	10%	7	0
CC(=O)OCCCCON1C(=O)c2ccccc2C1=O	-15%	-24%	i	4%	-17%	-3%	2%	14	6
O=C(O)C1CCCNC1 (centres undefined)	nt	nt	i	13%	nt	23%	nt	0	2
CC(=O)C1=C(O)C(=O)N(Cc2ccco2)C1c1ccc(F)cc1 (centres undefined)	9%	-1%	i	-2%	8%	7%	5%	3	11	PMK inhibit pilot replicates=0.5;MK inhibit pilot replicates=6.5;Spn DPM-DC inh pilot screen %=4.5
Cn1c(=O)c2ncn(CC(=O)Nc3ccc4c5c(cccc35)CC4)c2n(C)c1=O	7%	-2%	i	8%	-4%	3%	7%	5	0
O=C(Nc1cnc2ccccc2c1)N1CCCCC1	-3%	-10%	i	2%	3%	-2%	6%	1	6
Cc1nc(SCC(=O)Nc2c(C)n(C)n(-c3ccccc3)c2=O)n[nH]1	-15%	-18%	i	nt	0%	3%	6%	14	0
COc1ccc(NC(=O)C2CCCN(c3c4c(nc5ncnn35)CCC4)C2)cc1OC (centres undefined)	-9%	-7%	i	nt	-2%	6%	-4%	5	1
O=S(=O)(/N=C/c1ccccc1O)c1cccs1	-5%	-10%	i	0%	0%	2%	9%	12	0
Cc1cc(C)n2nc(S(=O)(=O)NCCc3ccccc3)nc2n1	7%	-4%	i	0%	-9%	2%	3%	3	0
O=C(CCS(=O)NCc1ccccc1)NCc1ccccc1 (centres undefined)	-16%	1%	i	nt	-3%	4%	5%	8	3
CCC(C)NC(=O)Cn1cccc1C(=O)c1ccccc1 (centres undefined)	4%	-7%	i	5%	-6%	1%	4%	9	0
CCCC(=O)Nc1ccc(-c2nc3cc(C)c(C)cc3o2)cc1	21%	20%	nt	6%	-2%	9%	4%	7	6
c1ccc2c(c1)Cn1c-2nc2ccccc21	-18%	-26%	i	5%	0%	16%	14%	14	13	PMK inhibit pilot replicates=2.0;MK inhibit pilot replicates=0.0;Spn DPM-DC inh pilot screen %=0.0
CCCCCOC(=O)C1=C(C)Nc2nnnn2C1c1ccc(OC)c(OC)c1OC (centres undefined)	4%	-2%	i	12%	-2%	7%	6%	11	0
CC(C)=CC(=O)Nc1ccccc1C(N)=O	-2%	4%	i	9%	-2%	0%	7%	4	6
CCn1c(SCC(=O)Nc2nccs2)nnc1-c1ccccc1	0%	7%	i	8%	-4%	15%	14%	0	2
CCc1ccc(CNc2ccc3c(c2)ncn3C)cc1	9%	8%	i	17%	-6%	-5%	2%	13	0
Cc1ccc(NC(=O)N2CCC(O)(c3ccc(Cl)cc3)CC2)cc1	-20%	-13%	i	nt	-2%	-4%	-6%	10	1
Cc1ccc(O)c(CC(C)C)n1	6%	-5%	i	nt	2%	-2%	11%	0	2
O=C(Nc1cccc(C(F)(F)F)c1)C1CCCN1S(=O)(=O)c1cccc2cccnc12 (centres undefined)	11%	0%	i	2%	-3%	3%	16%	8	0
COc1ccc(C2N(C(=O)c3ccccc3)CCN2C(=O)c2ccccc2)cc1	-5%	-8%	i	14%	-9%	-18%	9%	17	12	PMK inhibit pilot replicates=1.5;MK inhibit pilot replicates=2.0;Spn DPM-DC inh pilot screen %=2.0
COC(=O)C1C2C=CC3(CN(c4cccc(C)c4)C(=O)C13)O2 (centres undefined)	3%	0%	i	5%	2%	3%	7%	12	7
CCCNC(=O)C(NS(=O)(=O)c1cccc2nsnc12)c1ccccc1 (centres undefined)	-6%	-5%	i	11%	-7%	-2%	10%	16	0
Cc1ccc2c(C(=O)CN3CCCCC3CCO)c(C)[nH]c2c1 (centres undefined)	2%	-7%	i	15%	0%	2%	11%	17	7
CCc1ccc2[nH]c(=O)c(CN(CCCN3CCOCC3)C(=O)Nc3ccc(F)cc3)cc2c1	18%	6%	i	nt	-2%	-13%	10%	12	10
O=C1CC(N2CCN(C(c3ccccc3)c3ccccc3)CC2)C(=O)N1 (centres undefined)	3%	-5%	i	nt	-5%	16%	13%	4	5
Cn1ccnc1SCC(=O)Nc1ccc2c(c1)COC2=O	5%	3%	i	12%	-6%	16%	10%	9	11
CCN(CC)c1ccc2cc(C(=O)Nc3cccnc3N3CCOCC3)c(=O)oc2c1	-22%	-17%	i	-1%	-9%	-1%	-1%	0	11
Cc1ccc(C(=O)NCc2ccc(Cl)c(Cl)c2)o1	-15%	-10%	i	14%	17%	4%	9%	3	9
CCCCOC(=O)Nc1nc(CC(=O)OCC)cs1	-8%	-8%	i	10%	4%	6%	6%	9	5
Cc1ccc(S(=O)(=O)NC(CC(=O)NCc2ccco2)c2ccco2)cc1 (centres undefined)	5%	-2%	i	nt	-7%	4%	10%	2	8
COC(=O)c1ccc(NC(=O)CCN2CCN(c3ccccc3)CC2)cc1	4%	38%	i	nt	5%	9%	8%	7	5
COc1cc(Cc2cnc(N)nc2N)cc(OC)c1OC	nt	nt	i	-2%	-8%	10%	7%	9	2
COCCCNC(=O)c1ccc(CNS(=O)(=O)c2ccc(NC(C)=O)cc2)cc1	-22%	-20%	i	-11%	-3%	-3%	3%	5	2
COC(=O)c1ccccc1N(Cc1ccccc1)S(C)(=O)=O	-6%	-6%	i	nt	0%	-7%	0%	10	4
Nc1c(S(=O)(=O)c2cccs2)c2nc3ccccc3nc2n1Cc1ccc2c(c1)OCO2	48%	44%	+	2%	-4%	8%	19%	6	2
C[C@@H]1C[C@H]2[C@@H]3CCC4=CC(=O)C=C[C@]4(C)[C@@]3(F)[C@@H](O)C[C@]2(C)[C@H]1C(=O)CO	-1%	-6%	i	5%	4%	-4%	7%	1	11	PMK inhibit pilot replicates=2.0;MK inhibit pilot replicates=0.0;Spn DPM-DC inh pilot screen %=1.5
CCNc1cc2n(c(=O)n1)CCc1cc(OC)c(OC)cc1-2	-12%	-1%	i	5%	-1%	2%	1%	0	1
COc1ccc2nc(N3CCCC(O)C3)c(C#N)cc2c1 (centres undefined)	-11%	-11%	i	2%	7%	-14%	3%	14	0
Cc1cc(C)cc(NC(=O)CCN2CC(C)OC(C)C2)c1 (centres undefined)	-11%	-11%	i	nt	0%	-2%	8%	5	0
CCCOc1ccccc1Nc1nnc(C)c(=O)[nH]1	0%	-10%	i	3%	0%	8%	1%	5	10
COc1ccc(CCNc2oc(Cc3cccc4ccccc34)nc2C#N)cc1OC	27%	27%	i	1%	5%	-5%	11%	0	0	PMK inhibit pilot replicates=0.0;MK inhibit pilot replicates=0.0;Spn DPM-DC inh pilot screen %=0.0
COc1ccccc1-c1nnc(NC(=O)c2ccc(S(=O)(=O)N(C)Cc3ccccc3)cc2)o1	65%*	56%*	nt	4%	-9%	-3%	21%	10	6	PMK inhibit pilot replicates=9.5;MK inhibit pilot replicates=0.0
Cc1ccc(O)c(-c2cc(C(F)(F)C(F)F)nc(-c3ccccc3)n2)c1	nt	nt	i	7%	-1%	3%	11%	12	3
O=C(Nc1ccc(Cl)cn1)c1cccc(F)c1	29%	53%*	i	nt	0%	43%	9%	3	5

Part of the list above in order of length of the SMILES, ascending.
SMILES	HPDE-C7K KRASV12	HPDE-C7 cytotoxicity	Spn DPM-DC inh	LYP phosphatase	Bfl-1 displacement	HT1080 viability	TNAP inhibition	PMK inhibit	MK inhibit	others
CCCCOC(=O)Nc1nc(CC(=O)OCC)cs1	-8%	-8%	i	10%	4%	6%	6%	9	5
COc1cc(Cc2cnc(N)nc2N)cc(OC)c1OC	nt	nt	i	-2%	-8%	10%	7%	9	2
Cn1ccnc1SCC(=O)Nc1ccc2c(c1)COC2=O	5%	3%	i	12%	-6%	16%	10%	9	11
COc1ccc2nc(N3CCCC(O)C3)c(C#N)cc2c1 (centres undefined)	-11%	-11%	i	2%	7%	-14%	3%	14	0
Cc1cc(C)cc(NC(=O)CCN2CC(C)OC(C)C2)c1 (centres undefined)	-11%	-11%	i	nt	0%	-2%	8%	5	0
COC(=O)c1ccccc1N(Cc1ccccc1)S(C)(=O)=O	-6%	-6%	i	nt	0%	-7%	0%	10	4
CCNc1cc2n(c(=O)n1)CCc1cc(OC)c(OC)cc1-2	-12%	-1%	i	5%	-1%	2%	1%	0	1
COC(=O)c1ccc(NC(=O)CCN2CCN(c3ccccc3)CC2)cc1	4%	38%	i	nt	5%	9%	8%	7	5
COc1ccc(CCNc2oc(Cc3cccc4ccccc34)nc2C#N)cc1OC	27%	27%	i	1%	5%	-5%	11%	0	0	PMK inhibit pilot replicates=0.0;MK inhibit pilot replicates=0.0;Spn DPM-DC inh pilot screen %=0.0
Cc1ccc(S(=O)(=O)NC(CC(=O)NCc2ccco2)c2ccco2)cc1 (centres undefined)	5%	-2%	i	nt	-7%	4%	10%	2	8
Cc1ccc(O)c(-c2cc(C(F)(F)C(F)F)nc(-c3ccccc3)n2)c1	nt	nt	i	7%	-1%	3%	11%	12	3
COCCCNC(=O)c1ccc(CNS(=O)(=O)c2ccc(NC(C)=O)cc2)cc1	-22%	-20%	i	-11%	-3%	-3%	3%	5	2
Nc1c(S(=O)(=O)c2cccs2)c2nc3ccccc3nc2n1Cc1ccc2c(c1)OCO2	48%	44%	+	2%	-4%	8%	19%	6	2
COc1ccccc1-c1nnc(NC(=O)c2ccc(S(=O)(=O)N(C)Cc3ccccc3)cc2)o1	65%*	56%*	nt	4%	-9%	-3%	21%	10	6	PMK inhibit pilot replicates=9.5;MK inhibit pilot replicates=0.0
C[C@@H]1C[C@H]2[C@@H]3CCC4=CC(=O)C=C[C@]4(C)[C@@]3(F)[C@@H](O)C[C@]2(C)[C@H]1C(=O)CO	-1%	-6%	i	5%	4%	-4%	7%	1	11	PMK inhibit pilot replicates=2.0;MK inhibit pilot replicates=0.0;Spn DPM-DC inh pilot screen %=1.5
